# KCNK9 block: blocks the human KCNK9 two-pore domain potassium channel. Q9NPC2. HEK293 KCNK9, FluxOR thallium flux fluorescence; hits give low values. 310,000 compounds, 1.2% hits. B-score at 10 µM;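 active means ratio B-score over 3 SD below the library mean, with starting fluorescence within 5 SD of its mean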;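 further: negative B-score means less thallium flux so channel inhibition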
# Target sequence (Q9NPC2 whole entry, looked up, the tested form may be a part): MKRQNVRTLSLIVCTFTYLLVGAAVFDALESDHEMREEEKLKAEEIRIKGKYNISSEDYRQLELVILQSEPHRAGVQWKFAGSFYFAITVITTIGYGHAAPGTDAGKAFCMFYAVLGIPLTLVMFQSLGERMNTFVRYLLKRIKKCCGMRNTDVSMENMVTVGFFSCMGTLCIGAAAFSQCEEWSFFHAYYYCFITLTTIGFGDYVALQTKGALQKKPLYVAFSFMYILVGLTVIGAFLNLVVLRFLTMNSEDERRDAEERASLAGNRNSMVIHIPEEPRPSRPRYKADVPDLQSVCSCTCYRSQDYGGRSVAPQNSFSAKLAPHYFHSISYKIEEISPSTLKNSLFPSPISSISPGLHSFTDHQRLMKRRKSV
# hERG protect: hERG (human) protection from proarrhythmic block; activation (rescue from dofetilide block), less the hit threshold, % at 10 µM; AID 1511; Q12809; 310,000 compounds, 0.51% hits; CHO-hERG, FluxOR thallium flux, dofetilide IC70 present;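 active means activation above the mean of controls blocked by dofetilide plus 5 SD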;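 further: thallium influx through hERG after potassium depolarization seen as dye fluorescence rise; in these data hits start at about 4.7%; inactives centre near -7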
# KCNQ1 pot: potentiators or activators of human KCNQ1 potassium channel; P51787; CHO-K1 KCNQ1, thallium flux FluxOR fluorescence; hits give high values; B-score at 10 µM; 310,000 compounds, 0.35% hits;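 active means fluorescence ratio B-score, a plate-corrected score, at least three library SD, with initial intensity B-score within 5 SD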
# Target sequence (P51787 whole entry, looked up): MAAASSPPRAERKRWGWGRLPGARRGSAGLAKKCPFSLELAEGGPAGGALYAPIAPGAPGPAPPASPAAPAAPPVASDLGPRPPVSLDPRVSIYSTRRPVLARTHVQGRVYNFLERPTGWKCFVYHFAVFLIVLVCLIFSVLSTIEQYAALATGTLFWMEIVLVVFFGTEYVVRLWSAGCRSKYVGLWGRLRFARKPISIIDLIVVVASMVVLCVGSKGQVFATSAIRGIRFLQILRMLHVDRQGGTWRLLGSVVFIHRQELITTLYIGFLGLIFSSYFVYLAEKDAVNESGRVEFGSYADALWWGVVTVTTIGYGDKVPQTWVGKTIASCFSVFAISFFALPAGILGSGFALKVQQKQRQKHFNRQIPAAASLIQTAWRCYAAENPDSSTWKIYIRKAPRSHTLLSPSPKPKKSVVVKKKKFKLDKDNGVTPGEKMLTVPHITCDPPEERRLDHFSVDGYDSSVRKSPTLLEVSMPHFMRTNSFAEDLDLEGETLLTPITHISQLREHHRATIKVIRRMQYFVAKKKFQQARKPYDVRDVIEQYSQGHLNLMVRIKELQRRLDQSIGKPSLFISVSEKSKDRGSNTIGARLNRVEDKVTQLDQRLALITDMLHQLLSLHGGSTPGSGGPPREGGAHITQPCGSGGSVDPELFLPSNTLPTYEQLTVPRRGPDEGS
#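 Assay system: CHO-K1 cells stably expressing KCNQ1; Medium: assay buffer with matched DMSO; Also added: K+/Tl+ depolarizing stimulus; Dosing: single dose; Timing: dye 90 min, compound 20 min, room temperature; Measured by: kinetic FluxOR thallium fluorescence, 10-s 1-Hz baseline, 110-s post-stimulus read; Read-out: peak-minus-minimum fluorescence over initial fluorescence, negative-control normalized, B-scored.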
# RGS4 pot: RGS4 potentiation or activation; HEK293 M3R/inducible RGS4, carbachol calcium flux Fluo4; hits give low values; B-score at 10 µM; 310,000 compounds, 0.92% hits; AID 463111;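 active means B-score of the integrated calcium signal more than 4 SD below the library mean, with starting fluorescence not abnormally high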;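 further: negative B-score means reduced calcium response which marks RGS4 activation or potentiation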
#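 Assay system: Inducible-RGS4 HEK293 cells carrying M3 receptor | Schedule: Compound preincubation 20 min at room temperature before agonist | Signal: Kinetic calcium fluorescence imaging with Fluo4-AM dye, 2 µM | Read-out basis: B score from integrated fluorescence ratio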
# MrgX1 agonist: agonists of human MrgX1 receptor | MrgX1-HEK293 cells, Fluo-4 calcium fluorescence, agonist mode; hits give high values | Q96LB2 | 310,000 compounds, 0.44% hits | B-score at 10 µM;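 active means calcium response B-score plate-corrected fluorescence ratio at least 3 library SD, with starting fluorescence B-score inside 5 SD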
#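 Test system: HEK293 cells stably expressing human MrgX1 receptor; amount: 15,000 cells per well; doses: compound delivered in addition one of three; times: overnight plating before 1 h dye loading; detection: Fluo-4 NW calcium-flux fluorescence, kinetic read; read-out basis: B-scored fluorescence response ratio; controls: positive and negative controls per plate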
# KCNK3 inh: human KCNK3 channel inhibition, primary screen | CHO-KCNK3 thallium flux, FluxOR fluorescence; hits give low values | B-score at 10 µM | O14649 | 340,000 compounds, 0.84% hits;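 active means B-score under library mean minus 4 SD, starting fluorescence ratio at most library mean plus 5 SD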;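 further: more negative B-score means stronger inhibition of thallium flux through KCNK3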
# TMEM16A inh: mouse TMEM16A channel inhibition, primary screen | Q8BHY3 | HEK293 TMEM16A/YFP iodide influx fluorescence, ionomycin | normalized B-score (activity score, 25-100; higher = stronger inhibition) at 10 µM | 310,000 compounds, 1.2% hits;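 active means ratio plate-corrected score three or more library SD toward inhibition, starting fluorescence score within five deviations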;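 further: score derived from kinetic fluorescence span divided by baseline fluorescence per well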
# ANO1 activ: activates or potentiates the mouse TMEM16A chloride channel. HEK293 TMEM16A/YFP-H148Q/I152L, iodide quench fluorescence; hits give low values. AID 623877. 340,000 compounds, 0.3% hits. B-score at 10 µM;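 active means fluorescence-ratio B-score plate-corrected deviation score at least 3 library SD below zero, with starting fluorescence score within 5 deviations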;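 further: channel opened by trigger with iodide after compound preincubation; score built on the fluorescence ratio of max minus min over baseline; more negative score means more quench and so TMEM16A activation or potentiation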
# KCNQ1 block: blocks the human KCNQ1 potassium channel. 310,000 compounds, 1.3% hits. B-score at 10 µM. AID 2642. P51787. CHO-K1 KCNQ1, FluxOR thallium flux fluorescence; hits give high values;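 active means compounds whose thallium flux B-score, printed positive for inhibition, exceeds three library SD while starting fluorescence stays within three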;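 further: channel opened by potassium depolarization with thallium stimulus after 20 min compound exposure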
# RGS4 inh: human RGS4 inhibition; B-score at 10 µM; HEK293 M3R/RGS4 inducible, Fluo-4 calcium flux; hits give high values; triggered by carbachol at its EC20; P49798; 310,000 compounds, 0.45% hits;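 active means B-score, a plate-corrected calcium signal, over three deviations above library mean, with baseline fluorescence within five deviations of library mean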;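 further: RGS4 expression induced by doxycycline in cells with stable M3 receptor; B-score is computed from the integrated fluorescence ratio over baseline after carbachol; higher B-score means a larger calcium signal and so more RGS4 inhibition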
# MrgX1 PAM: human MrgX1 positive allosteric modulation, primary screen. Q96LB2. MrgX1-HEK293, Fluo-4 calcium flux, FDSS; hits give high values. B-score at 10 µM. 310,000 compounds, 0.63% hits. AID 588675;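 active means plate-corrected calcium response at least 3 library SD above typical, normal starting fluorescence, not activating the receptor alone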;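 further: compound read alongside a low EC10 to EC30 dose of BAM8-22 agonist; peak minus trough fluorescence over baseline measured at the second addition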
# Active calls of the source: *; i = inactive; nt = no result given.
SMILES,KCNK9 block,hERG protect,KCNQ1 pot,RGS4 pot,MrgX1 agonist,KCNK3 inh,TMEM16A inh,ANO1 activ,KCNQ1 block,RGS4 inh,MrgX1 PAM
Cc1ccc(C(=O)Nc2nc3ccccc3s2)s1,i,-9,i,i,i,i,i,i,i,i,i
Cc1[nH]c2ccccc2c1/C=N/Nc1ccccc1[N+](=O)[O-],i,-16,i,i,i,i,i,i,i,i,i
Cc1ccccc1-c1cn(-c2ccccc2)c(=S)[nH]1,i,-1,i,i,i,i,i,i,i,i,i
O=C(Nc1ccc(F)cc1)c1cccc(N2C(=O)C3C4C=CC(C4)C3C2=O)c1 (centres undefined),i,-15,i,i,i,i,i,i,i,i,i
COCc1cc(C)nc(SC)c1C#N,i,-6,i,i,i,i,i,i,i,i,i
Cc1cc(NC(=O)c2ccc([N+](=O)[O-])cc2)n(CCC#N)n1,i,-9,i,i,i,i,i,i,i,i,i
CCN(CC(=O)NC(C)(C)C)C(=O)c1ccc2c(c1)S(=O)(=O)c1ccccc1C2=O,i,1,i,i,i,i,i,i,i,i,i
CC(C)[C@@H](CO)NC(=O)c1ccc2c3n(nc2c1)-c1ccccc1CO3,i,-8,i,i,i,i,i,i,i,i,i
COc1ccc(S(=O)(=O)N2CCOC23CCN(C(=O)c2ccccc2OC)CC3)cc1,i,-7,i,i,i,i,i,i,i,i,i
Cc1ccc(N2C(=O)c3ccc(C(=O)NCCN4CCOCC4)cc3C2=O)cc1,i,-9,i,i,i,i,i,i,i,i,i
COc1cc([C@H](Cc2ccccc2)NC(C)=O)oc(=O)c1,i,-6,i,i,i,i,i,i,i,i,i
CC(C)(C)OC(=O)NCCCC[C@H](NC(=O)c1nc[nH]c1C(=O)N[C@@H](CCCCNC(=O)OC(C)(C)C)C(=O)OC(C)(C)C)C(=O)OC(C)(C)C,-7*,-10,i,i,i,i,i,i,i,i,i
Cc1ccc(NC(=O)c2ccc3c(c2)N(CC(=O)NC(C)C)C(=O)C(C)(C)O3)cc1,i,-8,i,i,i,i,i,i,i,i,i
N#CC1=C(N)Oc2c(oc(CO)cc2=O)C1c1ccccc1[N+](=O)[O-] (centres undefined),i,-8,i,i,i,i,i,i,i,i,i
COc1ccc(/C=N/NC(=O)c2sccc2OCc2ccc(F)cc2)cc1OC,i,-6,i,i,i,i,i,i,i,i,i
COc1ccc(Cl)cc1NC(=O)CSc1nc(NS(=O)(=O)c2ccccc2)cc(=O)[nH]1,i,-6,i,i,nt,i,nt,i,i,i,nt
O=[N+]([O-])c1cc(C(F)(F)F)cc([N+](=O)[O-])c1Sc1n[nH]c(C(F)(F)F)n1,i,-15,i,i,i,i,i,i,i,i,i
CCOC(=O)c1cnc(-n2nc(C)cc2C)nc1NNc1ncc(-c2ccccc2)cn1,i,-8,i,i,i,nt,i,nt,i,i,i
Cc1cc(=O)[nH]c(SCC(=O)NC2CCCc3ccccc32)n1 (centres undefined),i,-8,i,i,i,i,i,i,i,i,i
Cc1ccc(NC(=O)C(=O)NCc2ccccn2)cc1,i,-12,i,i,i,i,i,i,i,i,i
O=C(COC(=O)c1cc(Cl)ccc1Cl)NCCN1C(=O)CSC1=O,i,-5,i,i,i,i,i,i,i,i,i
COc1ccc(C(=O)/C=C/C(=O)N(Cc2ccc3c(c2)OCO3)C(C(=O)NC2CCCCC2)c2ccncc2)c(O)c1 (centres undefined),i,-8,i,i,i,i,i,i,i,i,i
CCOC(=O)/C(C#N)=C\c1ccco1,i,-8,i,i,i,i,i,i,i,i,i
O[C@@H]1COC(Nc2ccc(N=Nc3ccccc3)cc2)C[C@@H]1O (some centres undefined),i,-9,i,i,i,nt,i,nt,i,i,i
CCCCn1c(N)c(N(CCC(C)C)C(=O)C2CCCO2)c(=O)[nH]c1=O (centres undefined),i,-15,i,i,i,i,i,i,i,i,i
CCOC(=O)c1sc(C)c2c(=O)n(CC(=O)c3ccc(Br)cc3)nnc12,i,-6,i,i,i,i,i,i,i,i,i
O=C(c1ccc2c(c1)OCO2)C1CCCN(Cc2ccc3cccc(F)c3n2)C1 (centres undefined),i,-17,i,i,i,i,i,i,i,i,i
O=C1C2C3C=CC(C3)C2C(=O)N1c1nccs1 (centres undefined),i,-10,i,i,i,i,i,i,i,i,i
Cc1ccc(NC(=O)CSc2nnc(Cc3cccn3C)n2-c2ccc(F)cc2)cc1,i,-7,i,i,i,i,i,i,i,i,i
CCOC(=O)C1CCCCN1Cc1cn[nH]c1-c1ccc(F)cc1F (centres undefined),i,-15,i,i,i,i,i,i,i,i,i
N=c1oc2ccccc2cc1C(=O)Nc1ccc(F)cc1,i,-3,i,i,i,i,i,i,i,i,i
O=C(CSC1=NS(=O)(=O)c2cc(Cl)ccc2N1)NCc1ccc(F)cc1,i,-13,i,i,i,i,i,i,i,i,i
Cc1coc2c(C)c3oc(=O)c(CCC(=O)N(C)CC(=O)O)c(C)c3cc12,i,2,i,i,i,i,i,i,i,i,i
CCN(CC)c1ccc(NC(=O)CN2C(=O)CC(C)(C)S(=O)(=O)c3ccccc32)c(C)c1,i,-6,i,i,i,i,i,i,i,i,i
CCCCOC(=O)c1ccc(NC(=O)c2cnc3n(c2=O)CCS3)cc1,i,-4,i,i,i,i,i,i,i,i,i
Cc1ccc(S(=O)(=O)NCCCNS(=O)(=O)c2ccccc2)cc1,i,-7,i,i,i,i,i,i,i,i,i
COc1cccc(-c2cc(C(=O)N3N=C(C)CC3(O)C(F)F)c3ccccc3n2)c1 (centres undefined),i,-18,i,i,i,i,i,i,i,i,i
COc1ccc(N2CCN(C(CNS(=O)(=O)c3ccccc3)c3ccccc3)CC2)cc1 (centres undefined),i,-4,i,i,i,i,i,i,i,i,i
O=C(CCCc1c[nH]c2ccccc12)Nc1ncccc1O,i,-6,i,i,i,i,i,i,i,i,i
FC(F)(F)c1cnc(NNC(=S)Nc2ccc(Cl)cc2)c(Cl)c1,i,-7,i,i,i,i,25*,i,i,i,i
CCOC(Cn1c(CCCO)nc2ccccc21)OCC,i,-13,i,i,i,i,i,i,i,i,i
O=S(=O)(N/N=C/c1ccc2c(c1)OCCO2)c1ccccc1,i,-6,i,i,i,i,i,i,i,i,i
CN(C(=O)COC(=O)C1CCN(S(=O)(=O)c2cccs2)CC1)c1ccccc1,i,-18,i,i,i,i,i,i,i,i,i
O=C1CC(c2cccc(F)c2)c2c(c3ccccc3[nH]c2=O)O1 (centres undefined),i,-10,i,i,i,i,i,i,i,i,i
O=C(CN1CCN(c2ccc(F)cc2)CC1)N1N=CCC1c1ccccc1 (centres undefined),i,-2,i,i,i,i,i,i,i,i,i
CN(Cc1cnn(C)c1)Cc1nc(C(c2ccccc2)c2ccccc2)no1,i,-18,i,i,i,i,i,i,i,i,i
COc1cccc(CNS(=O)(=O)c2c(C)nc3scc(C)n3c2=O)c1,i,-1,i,i,i,i,i,i,i,i,i
OC(CNCc1ccccc1Cl)C(F)(F)F (centres undefined),i,0,i,i,i,i,i,i,i,i,i
CCc1ccc(NC(=O)C(C)OC(=O)C2CCN(c3ccc(C(F)(F)F)cn3)CC2)cc1 (centres undefined),i,-6,i,i,i,i,i,i,i,i,i
O=C(CCNC(=O)N1CCn2c1nc1ccccc12)NCc1ccc(F)cc1,i,-9,i,i,i,i,i,i,i,i,i
CN(C)C(=O)c1ccccc1Sc1cc(Cl)ccc1Cl,i,-13,i,i,i,i,i,i,i,i,i
O=S1(=O)CCN(Cc2csc(-c3cccs3)n2)CC1,i,-9,i,i,i,i,i,i,i,i,i
CCn1c(C)c(C)c2cc(C(=O)NCCN3CCOCC3)ccc21,i,-11,i,i,i,i,i,i,i,i,i
O=c1c([N+](=O)[O-])c(N2CCCCCC2)c2ccccc2n1-c1ccccc1,i,-2,i,i,i,i,i,i,i,i,i
CC(C)CC1NC(=O)N(CC(=O)c2ccc3c(c2)OCCO3)C1=O (centres undefined),i,-16,i,i,i,i,i,i,i,i,i
CC1CCc2nc(NC(=O)c3ccc(S(=O)(=O)N4CCCc5ccccc54)cc3)sc2C1 (centres undefined),i,-10,i,i,i,i,i,i,i,i,i
CCN=c1scc(C)n1/N=C/c1cc(Br)c(O)c(OC)c1,i,-16,i,i,i,i,i,i,i,i,i
CCc1nc2sc3c(c2c(=O)n1N)CC(C)(C)OC3,i,-8,i,i,i,i,i,i,i,i,i
Cc1cccc(NC(=O)CCc2c(C)nc3ncnn3c2C)n1,i,6.4*,i,i,i,i,i,i,i,i,i
CC(C)Cn1c(-c2ccccc2F)n[nH]c1=S,i,-11,i,i,i,i,i,i,i,i,i

# Compound profiles, from the list above.
# `O[C@@H]1COC(Nc2ccc(N=Nc3ccccc3)cc2)C[C@@H]1O` (some centres undefined) is listed with KCNK9 block = i; hERG protect = -9; KCNQ1 pot = i; RGS4 pot = i; MrgX1 agonist = i; KCNK3 inh = nt; TMEM16A inh = i; ANO1 activ = nt; KCNQ1 block = i; RGS4 inh = i; MrgX1 PAM = i
# `O=S(=O)(N/N=C/c1ccc2c(c1)OCCO2)c1ccccc1` is listed with KCNK9 block = i; hERG protect = -6; KCNQ1 pot = i; RGS4 pot = i; MrgX1 agonist = i; KCNK3 inh = i; TMEM16A inh = i; ANO1 activ = i; KCNQ1 block = i; RGS4 inh = i; MrgX1 PAM = i

# Next results.
SMILES,KCNK9 block,hERG protect,KCNQ1 pot,RGS4 pot,MrgX1 agonist,KCNK3 inh,TMEM16A inh,ANO1 activ,KCNQ1 block,RGS4 inh,MrgX1 PAM
CC(Oc1cc2oc(=O)c3c(c2cc1Cl)CCCC3)C(=O)NCc1ccccn1 (centres undefined),i,-10,i,i,i,i,i,i,i,i,i
CCOc1cccc2c1OC1(C)CC2NC(=O)N1c1cccc(F)c1 (centres undefined),i,-8,i,i,i,i,i,i,i,i,i
COc1ccc(NS(=O)(=O)c2ccc(OC)c(NC(=O)CCC3CCCC3)c2)cc1,i,-4,i,i,i,i,i,i,i,i,i
O=C(O)c1cc(NC(=O)c2ccc(Br)cc2)cc(NC(=O)c2ccc(Br)cc2)c1,i,-8,i,i,i,i,i,i,i,i,i
COc1ccccc1N1CCN(C(C)C(=O)Nc2ccc(S(=O)(=O)N3CCOCC3)cc2)CC1 (centres undefined),i,1,i,i,i,i,i,i,i,i,i

# From PubChem
